Compound activity (PubChem BioAssay)
S1P3 antagonist = S1P3 receptor antagonists, primary screen, cell-based; Sphingosine 1-phosphate receptor 3 (Homo sapiens), Q99500; CHO S1P3 NFAT-BLA reporter, FRET fluorescence, antagonist mode; inhibition, % at 4.98 µM; actives 0.27% (n = 170,000); AID 485, 2006;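 active = inhibition above the plate cutoff, the mean inhibition of test wells on that plate plus 3 SD, cut at about 28% in these data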;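 note: cells challenged with S1P at its EC80 of 0.8 µM; blue over green emission ratio from cleaved BLA substrate after 4 h stimulation; 0% = S1P-stimulated wells and 100% = unstimulated DMSO-only wells; some compounds past the cut are filed as inactive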
Target sequence (Q99500 whole entry, looked up): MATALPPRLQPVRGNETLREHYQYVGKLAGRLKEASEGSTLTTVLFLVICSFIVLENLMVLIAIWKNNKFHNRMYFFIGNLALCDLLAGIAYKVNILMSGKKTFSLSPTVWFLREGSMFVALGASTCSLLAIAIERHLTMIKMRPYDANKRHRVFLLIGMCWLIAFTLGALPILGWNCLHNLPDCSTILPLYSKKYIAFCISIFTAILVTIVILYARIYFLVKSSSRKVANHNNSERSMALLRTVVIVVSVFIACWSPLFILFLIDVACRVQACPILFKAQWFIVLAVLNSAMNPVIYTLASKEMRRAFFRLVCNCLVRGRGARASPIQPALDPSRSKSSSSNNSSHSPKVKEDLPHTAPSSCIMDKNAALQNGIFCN
* marks the source's active call; other numbers are inactive results.

SMILES	S1P3 antagonist
Cc1cc(C)nc(NC(=O)c2cccs2)n1	10.3
CC(C)c1nnc(NC(=O)c2c(O)c3cccc4c3n(c2=O)CC4)s1	-11.9
Cc1[nH]c2ccccc2c1/C=N/NC(=O)c1cc(C(C)(C)C)[nH]n1	-1.8
O=C(Nc1ccc(N2CCOCC2)cc1)c1cc(-c2ccncc2)nc2ccccc12	7.1
Cc1ccc(C(CC(=O)NCCCN(C)C)c2ccc(OC(C)C)cc2)cc1 (stereo unspecified)	11.7
O=C(NC(=S)N1CCN(c2ccc(O)cc2)CC1)c1cccs1	-10.4
Cc1ccc(CNC(=O)c2cc(C)nn2-c2ccccc2)cc1	4.5
O=[N+]([O-])c1ccc(C2=NN(CCO)C(=Nc3ccc(OC(F)(F)F)cc3)SC2)cc1	18.5
Cc1cc(C)n2c(C)nnc2c1	-6.7
COC(=O)c1ccccc1SC(CC(=O)c1ccccc1)c1ccc(F)cc1 (stereo unspecified)	2.6
Cc1cc(C)cc(NC(=O)N(CCC#N)Cc2cccs2)c1	-1.6
CCN(CC(=O)NC(C)(C)C)C(=O)COc1c(Cl)cc(Cl)c2ccc(C)nc12	-7.5
O=C(O)CCN1C(=O)/C(=C\c2cccc(OCC(=O)Nc3ccc(Cl)cc3)c2)SC1=S	-2.1
O=C(O)c1cccc(Nc2c([N+](=O)[O-])c(=O)oc3ccccc23)c1	1.6
COc1ccc(S(=O)(=O)N2CCc3cc(OC)c(OC)cc3C2)cc1	2.1
CCOC(=O)N1CCN(S(=O)(=O)c2ccc3[nH]c(=O)oc3c2)CC1	-6.8
CC(=O)N1N=C(c2ccncc2)OC1(Cc1ccccc1)Cc1ccccc1	-8.3
Cc1cccn2cc(CCNS(=O)(=O)c3cccc([N+](=O)[O-])c3)nc12	-26.6
CCCOCCc1nnc(N)s1	-23.6
COc1ccc(Nc2ncc(C#N)c(N)n2)c(OC)c1	1.9
CCOC(=O)C(=CNc1cccnc1Oc1ccc(C)c2c1CCC2)C(=O)OCC	4.4
Cc1ccc(CN2CCN(CC(=O)N/N=C/c3ccc(C)o3)CC2)cc1	15.0
CCOC(=O)N1CCN(c2c(NCCN3CCN(c4ccccc4F)CC3)c(=O)c2=O)CC1	-1.6
CCc1cc2c(=O)c(-c3nc(C)cs3)coc2cc1O	0.4
Fc1cccc(CSc2nnc3c(n2)[nH]c2ccccc23)c1	-5.7
COc1ccc2c(N)c(C(=O)NN)[nH]c2c1	-4.3
NNC(=O)c1ncoc1-c1ccc(Cl)cc1	-1.2
COC(=O)c1ccc(COc2ccccc2/C=N/O)o1	-16.7
Cc1cc(C(=O)CSc2nnnn2C)c(C)n1Cc1ccco1	-5.1
COc1ccc(C(=O)Nc2ccc(S(=O)(=O)Nc3cc(C)nc(C)n3)cc2)cc1	12.4
O=C(/C=C/c1ccco1)N(Cc1cccc(Cl)c1)C1CCS(=O)(=O)C1 (stereo unspecified)	4.2
Cc1ccc(-c2csnn2)cc1	-36.3
CC1(C)CC(=O)C(C2C3=C(CC(C)(C)CC3=O)OC3=C2C(=O)CC(C)(C)C3)=C(O)C1	-2.9
C/C(=N\NC1=NCCN1)c1ccc(Cl)cc1	4.3
COc1ccccc1N1CC(C)(C)C(=O)N(C(=O)c2c(F)cccc2Cl)C1=S	-12.4
COc1ccc(CCN(Cc2cc3ccc(C)cc3[nH]c2=O)C(C)=O)cc1OC	2.6
CC1(c2ccc(OC(F)F)cc2)NC(=O)N(CC(=O)Nc2cccc(S(N)(=O)=O)c2)C1=O (stereo unspecified)	-2.4
CCOC(=O)c1c(C)[nH]c(C(=O)COC(=O)c2ccc(O)cc2)c1C	4.0
N/C(CC(=O)Nc1cc(C(F)(F)F)ccc1Cl)=N\O	-12.3
O=C(O)c1nn(CC(=O)N2CCN(S(=O)(=O)c3ccc(Cl)cc3)CC2)c(=O)c2ccccc12	-3.7

Rewritten with bars between the fields: part of the list above
Compound | S1P3 antagonist
CCOC(=O)N1CCN(c2c(NCCN3CCN(c4ccccc4F)CC3)c(=O)c2=O)CC1 | -1.6
CCc1cc2c(=O)c(-c3nc(C)cs3)coc2cc1O | 0.4
Fc1cccc(CSc2nnc3c(n2)[nH]c2ccccc23)c1 | -5.7
COc1ccc2c(N)c(C(=O)NN)[nH]c2c1 | -4.3
NNC(=O)c1ncoc1-c1ccc(Cl)cc1 | -1.2
COC(=O)c1ccc(COc2ccccc2/C=N/O)o1 | -16.7
Cc1cc(C(=O)CSc2nnnn2C)c(C)n1Cc1ccco1 | -5.1
COc1ccc(C(=O)Nc2ccc(S(=O)(=O)Nc3cc(C)nc(C)n3)cc2)cc1 | 12.4
O=C(/C=C/c1ccco1)N(Cc1cccc(Cl)c1)C1CCS(=O)(=O)C1 (stereo unspecified) | 4.2
Cc1ccc(-c2csnn2)cc1 | -36.3
CC1(C)CC(=O)C(C2C3=C(CC(C)(C)CC3=O)OC3=C2C(=O)CC(C)(C)C3)=C(O)C1 | -2.9
C/C(=N\NC1=NCCN1)c1ccc(Cl)cc1 | 4.3
COc1ccccc1N1CC(C)(C)C(=O)N(C(=O)c2c(F)cccc2Cl)C1=S | -12.4
COc1ccc(CCN(Cc2cc3ccc(C)cc3[nH]c2=O)C(C)=O)cc1OC | 2.6
CC1(c2ccc(OC(F)F)cc2)NC(=O)N(CC(=O)Nc2cccc(S(N)(=O)=O)c2)C1=O (stereo unspecified) | -2.4
CCOC(=O)c1c(C)[nH]c(C(=O)COC(=O)c2ccc(O)cc2)c1C | 4.0

Following part.
SMILES	S1P3 antagonist
O=C(O)c1ccc(NC2=C(Cl)C(=O)c3ccccc3C2=O)cc1	-15.7
Cc1ccc(NC(=O)CC2NCCN(Cc3ccccc3)C2=O)cc1 (stereo unspecified)	-0.1
Cc1c(C(=O)O/N=C(\N)c2ccccn2)cccc1[N+](=O)[O-]	12.2
Cc1ccc(Nc2nnc(-c3ccc4c(c3)OCO4)o2)c(C)c1	9.8
CC(=O)Oc1cc2c(C(=O)NCc3ccncc3)c(C)oc2c2ccccc12	4.9
COc1ccc(NC(=O)Nc2ccc(C(C)C)cc2)cc1	14.7
Cc1c(Br)c(O)c(Br)c2sc(=O)oc12	-0.3
CCC(C)C(NC(=O)c1ccccc1NC(=O)c1ccco1)C(=O)NNC(=O)c1ccncc1 (stereo unspecified)	-0.2
CC12CCC(C(=O)N3CCCCC3)([C@H](Br)C1=O)C2(C)C (stereo partly specified)	-9.2
c1ccc(N2CC3CCc4ccccc4C3=N2)cc1 (stereo unspecified)	2.3
CCSc1nc2c(cnn2-c2ccccc2)c(=O)n1N	-3.9
C[n+]1cccc2ccc3c(c21)OC(N)=C(C#N)C3c1ccccc1 (stereo unspecified)	1.8
C=CCn1c(O)c(C2=c3ccccc3=NC2=O)sc1=Nc1ccc(O)cc1	25.8
Nc1c(C(=O)Nc2ccccc2)sc2nc(-c3cccnc3)ccc12	16.1
C/C(=N\Nc1ccc2nncn2n1)c1cccs1	0.5
O=C(CSC(=S)N1CCCCC1)Nc1ncc2c(n1)CCCC2=O	2.6
Cc1ccc(S(=O)(=O)Nc2cc(-c3ccccc3)nn2C)cc1Cl	-14.6
S=c1[nH]ccn1-c1cccc(Cl)c1Cl	-11.1
O=C(CSc1n[nH]c(=O)n1C1CC1)N1N=C(c2ccc(Cl)cc2)CC1c1ccco1 (stereo unspecified)	14.4
Cc1ccc(/C=N/NC(=O)c2cc(C)oc2C)cc1	12.5
Cc1cc(C)cc(NC(=S)N(C)C)c1	3.5
COc1ccc(NS(=O)(=O)c2cn(C)cn2)cc1	-3.2
COc1cc(C2c3c(-c4ccccc4O)n[nH]c3C(=O)N2Cc2ccco2)cc(OC)c1OC (stereo unspecified)	-7.8
Cc1c(N2CCCC2)cc2c(c1NC(=O)c1ccccc1Cl)C(C)(C)CC2(C)C	8.8
COc1cc(/C=C/C(=O)OCC(=O)Nc2ccc([N+](=O)[O-])cc2)ccc1O	-2.5
COc1ccc(CC(NC(C)=O)C(=O)NC2CCN(C(=O)c3ccc([N+](=O)[O-])cc3)CC2)cc1OC (stereo unspecified)	5.9
O=C(Nc1ccc(C2SCCS2)cc1)c1ccccc1	-2.4
COc1ccc(C(=O)[C@H]2[C@H]3C(=O)N(c4ccccc4)C(=O)[C@H]3C3C=CC=NN32)cc1 (stereo partly specified)	6.4
CN1CCc2c(sc(NC(=O)c3ccc(S(=O)(=O)N4CCc5ccccc54)cc3)c2C(N)=O)C1	5.8
CSc1sc(C(=O)N(C)C)c2c1S(=O)(=O)N(C)c1ccccc1-2	-20.9
COC(=O)c1c(C)oc(C)c1S(=O)(=O)N1CCOCC1	-4.6
C#CCSc1n[nH]c(-c2ccco2)n1	4.0
CCOC(=O)c1nnn2c1nc(N(CC)CC)c1ccccc12	-17.2
O=c1c2ccccc2nc2n1C(CBr)CN2 (stereo unspecified)	1.5
COc1ccc(/C=C/c2nnc(NC(=O)C(C)C)s2)cc1	3.9
O=C(COc1ccccc1)N/N=C/c1sc(=O)n(Cc2cccc(C(=O)O)c2)c1Cl	-3.7
COC(=O)c1cnc(Nc2cccc(C(F)(F)F)c2)c([N+](=O)[O-])c1	-2.8
CCOP(=O)(OCC)/C(=N/OC(=O)c1ccc(Cl)cc1Cl)C(N)=O	-8.9
CC(=O)Oc1ccc(N2C(=O)[C@@H]3[C@H](C2=O)[C@H]2c4ccccc4C=NN2[C@@H]3C(C)=O)cc1	-4.9
c1ccc(-c2noc(-c3ccno3)n2)nc1	2.2
CCn1nc(C)c(/C=N/NC(=O)Cn2nnc(N)n2)c1C	3.7
CC(=O)Nc1cccc(OCCCNC(=O)c2ccc(C(C)(C)C)cc2)c1	1.7
CSc1sc(C(=O)NNC(=O)c2ccc(Cl)cc2)c2c1C=CCC2	6.7
CCN1C/C(=N\S(=O)(=O)/N=C2\CN(CC)C(=O)N2CC)N(CC)C1=O	-19.6
CCN(CC)c1ccc(CNc2nc3ccccc3n2CC)cc1	2.6
OCCNC(=S)c1ccccc1	2.9
CCOC(=O)C1CCCN(c2c(NCCC(C)C)c(=O)c2=O)C1 (stereo unspecified)	1.8
NC(=O)c1ccc(N2CCC(C(N)=O)CC2)c([N+](=O)[O-])c1	-4.3
O=C(/C=C/c1ccc2ccccc2n1)c1cc(Cl)ccc1O	-9.8
CC(=O)Nc1ccc(OC(=O)Oc2ccc(NC(C)=O)cc2)cc1	-16.7

Other results
SMILES	S1P3 antagonist
C/C(=N\Nc1ccc(C(=O)O)cc1)c1ccc(S(=O)(=O)NCc2ccco2)cc1	-5.9
CCSc1nnc(NC(=O)c2cc(-c3ccccc3O)n[nH]2)s1	-4.7
COc1cc(OC)c(OC)cc1/C=C1\Oc2cc(OS(C)(=O)=O)ccc2C1=O	0.0
O=C(N/N=C/c1ccccc1)c1ccco1	4.3
Cc1onc(-c2c(F)cccc2Cl)c1-c1nnc(-c2cccc3ccccc23)o1	-0.6
Cn1nccc1NC(=O)COCC(=O)O	3.4
CC(=O)c1cccc(NC(=O)C(C)N(C)CC(=O)Nc2ccc(Cl)cc2)c1 (stereo unspecified)	-5.0
Cc1ccc(NC(=O)C2CC(=O)n3c(nc4ccccc43)N2)cc1C (stereo unspecified)	-5.7
Cc1cc(=O)[nH]n(CCO)c1=O	3.2
CCCCCc1cccnc1	4.1
CCc1ccc[n+](-c2nc3ccccc3nc2C(=C=[N-])C#N)c1	1.4
Cc1cc(C)n(S(=O)(=O)c2ccccc2)n1	-4.0
COC(=O)CSc1nc2sc3c(c2c(=O)[nH]1)CCC3	-8.8
CC(C)C(NC(=O)c1ccccc1NC(=O)c1ccco1)C(=O)NNC(=O)c1ccncc1 (stereo unspecified)	-1.4
O=C1NC(=O)C(Cc2ccccc2)(c2cccnc2)N1 (stereo unspecified)	12.7
CCNC(=O)COC(=O)c1cc(S(=O)(=O)N2CCCc3ccccc32)ccc1Cl	-2.8
Cc1ccc(N2C(=O)CC3(CCCC3)CC2=O)cc1	3.6
CC(=O)Nc1ccc(NC(=O)C(Sc2ccccc2)c2ccccc2)cc1 (stereo unspecified)	4.9
O=C1NC(SCCCF)=N/C1=C/c1ccc(-n2cncn2)cc1	-2.9
Cc1ccc(C)n1-c1cccc(C(=O)Nc2ccccc2)c1	-9.5
Cc1ccc(S(=O)(=O)c2c[nH]c3cc4c(cc3c2=O)OCO4)cc1	12.3
Cn1c(=O)cc(Nc2ccccc2)c2c(=O)n(-c3ccccc3)c(=O)n(-c3ccccc3)c21	1.6
N#Cc1c(Nc2ccccc2C(F)(F)F)s[nH]c1=O	5.4
N/C(=N\OC(=O)COc1ccccc1)c1ccncc1	-5.2
O=[N+]([O-])c1ccc(N/N=C/c2ccccc2)cc1	8.9
O=C(CCNC(=O)c1ccccc1Cl)N/N=C\c1ccc(O)cc1	-12.8
Cc1[nH]n(-c2ccccc2)c(=O)c1C=Nc1cccc(F)c1	-14.4
CCOC(=O)CC/C(C)=N\N=C1\SC(CC(=O)O)C(=O)N1c1ccccc1 (stereo unspecified)	-2.3
Cc1ccc(CNC(=O)c2cc(-c3cc(C)cc(C)c3O)n[nH]2)cc1	-7.1
COc1cc(/C=N/NC(=S)NC2CC3C=CC2C3)cc(OC)c1OC (stereo unspecified)	2.4
N/C(=N\O)c1ccncc1	2.6
COCCNCc1nc2sc(C)c(-c3ccccc3)c2c(=O)[nH]1	-4.2
Cc1cccc(OCC(=O)NCC(=O)N/N=C/c2c(C)[nH]c3ccccc23)c1	-9.1
COc1ccc(Br)cc1/C=N/NC(=O)CNC(=O)c1cccnc1	12.6
CCOC(=O)N1CCC(NC(=O)c2cccs2)CC1	10.2
COC(=O)c1cnc(Oc2ccc(NC(=O)NC(=O)c3c(F)cccc3Cl)cc2)cc1C(F)(F)F	-20.9
C/C(=N\NC(=O)C12CCC(C)(C(=O)O1)C2(C)C)c1ccccc1O (stereo unspecified)	9.3
C(=N\Nc1nc2ccccc2[nH]1)/c1cccc2cccnc12	14.3
Cc1cc(Nc2c(C)n(C)n(-c3ccccc3)c2=O)n2c(nc3cc(F)c(F)cc32)c1C#N	2.1
Cc1cc(C)cc(NC(=O)Nc2cc(S(=O)(=O)N(C)C)ccc2C)c1	-1.4
Cc1cccc(-n2cc(CNCCc3nc(C)cc(C)n3)c(-c3cccc(F)c3)n2)c1	-6.3

An excerpt; rates above refer to the full screens.
